Screens as filed in PubChem BioAssay.
TR-FRET SRC-2 ct: TR-FRET signal artefacts, primary screen, artefact control for PPARgamma SRC-2 agonist project, biochemical; TR-FRET artefact counter-screen; stronger effect = higher value; TR-FRET ratio at 8 µM; 200,000 tested, 0.4% active; AID 1049, 2008; in the data active = TR-FRET ratio above about 2000; also: inactives centre near 1500
Efa HMGR inh: inhibitors of E. faecalis class II HMGR, primary screen, biochemical, Enterococcus faecalis; inhibition, % at 10 µM; HMG-CoA reductase (Enterococcus faecalis, mvaE); 190,000 tested, 0.41% active; purified E. faecalis HMGR, NADPH absorbance 340 nm kinetic; AID 1066, 2008;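 active = inhibition above a set limit, the median over all tested compounds plus 3 SD, cut at about 9.5% in these data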;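 also: enzyme runs in reverse so mevalonate oxidation gives rising NADPH absorbance; 0% = complete reaction with DMSO and 100% = background rate lacking mevalonate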
PPARg SRC-3 ag: PPARgamma agonists recruiting SRC-3 coactivator, primary screen, biochemical | biochemical PPARgamma/SRC-3 coactivator recruitment assay | activation, % at 8 µM | 200,000 tested, 0.26% active | Peroxisome proliferator-activated receptor gamma (Homo sapiens), P37231 | AID 731, 2007; in the data active = activation above about 23%;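 also: 0% = DMSO and 100% = reference agonist; some compounds past the cut are filed as inactive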
Target sequence (P37231 whole entry, looked up): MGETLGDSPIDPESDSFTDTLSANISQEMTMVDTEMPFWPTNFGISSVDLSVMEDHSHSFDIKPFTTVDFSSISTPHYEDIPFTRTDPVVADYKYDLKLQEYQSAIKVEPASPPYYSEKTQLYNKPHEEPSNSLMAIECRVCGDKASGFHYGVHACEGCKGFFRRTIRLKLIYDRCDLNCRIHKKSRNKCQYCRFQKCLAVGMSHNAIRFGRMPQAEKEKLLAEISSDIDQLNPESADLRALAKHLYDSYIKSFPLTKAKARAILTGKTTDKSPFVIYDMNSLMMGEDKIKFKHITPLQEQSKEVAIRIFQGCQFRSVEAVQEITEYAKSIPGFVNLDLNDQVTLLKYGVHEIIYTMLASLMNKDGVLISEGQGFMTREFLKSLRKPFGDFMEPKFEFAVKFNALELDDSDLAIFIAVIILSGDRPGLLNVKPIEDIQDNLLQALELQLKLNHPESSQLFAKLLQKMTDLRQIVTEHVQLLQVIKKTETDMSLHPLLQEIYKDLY
ROMK primary: ROMK potassium channel modulators, primary screen, cell-based, thallium flux, MLSMR library; Tet-inducible ROMK, thallium flux fluorescence; actives lie on both sides; 130,000 tested, 2% active; ATP-sensitive inward rectifier potassium channel 1 (Homo sapiens), P48048; B-score at 10 µM;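 active = signal ratio slope over the read window, or its plate-corrected B-score, at least 3 SD from the plate mean, either direction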;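 also: B-score of the F/F0 ratio slope over 7 to 12 s after thallium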
Lmaj promast: Leishmania major promastigote growth inhibition, primary screen; Leishmania major promastigotes, resazurin fluorescence viability; inhibition, % at 10 µM; 200,000 tested, 9% active; AID 1063, 2008; in the data active = inhibition above about 50%;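 also: promastigotes grown with compound for 44 hours at 28 °C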
S1P3 antagonist: S1P3 receptor antagonists, primary screen, cell-based | inhibition, % at 4.98 µM | Sphingosine 1-phosphate receptor 3 (Homo sapiens), Q99500 | CHO S1P3 NFAT-BLA reporter, FRET fluorescence, antagonist mode | 170,000 tested, 0.27% active | AID 485, 2006;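 active = inhibition above the plate cutoff, the mean inhibition of test wells on that plate plus 3 SD, cut at about 28% in these data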;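 also: cells challenged with S1P at its EC80 of 0.8 µM; blue over green emission ratio from cleaved BLA substrate after 4 h stimulation; 0% = S1P-stimulated wells and 100% = unstimulated DMSO-only wells; some compounds past the cut are filed as inactive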
Target sequence (Q99500 whole entry, looked up): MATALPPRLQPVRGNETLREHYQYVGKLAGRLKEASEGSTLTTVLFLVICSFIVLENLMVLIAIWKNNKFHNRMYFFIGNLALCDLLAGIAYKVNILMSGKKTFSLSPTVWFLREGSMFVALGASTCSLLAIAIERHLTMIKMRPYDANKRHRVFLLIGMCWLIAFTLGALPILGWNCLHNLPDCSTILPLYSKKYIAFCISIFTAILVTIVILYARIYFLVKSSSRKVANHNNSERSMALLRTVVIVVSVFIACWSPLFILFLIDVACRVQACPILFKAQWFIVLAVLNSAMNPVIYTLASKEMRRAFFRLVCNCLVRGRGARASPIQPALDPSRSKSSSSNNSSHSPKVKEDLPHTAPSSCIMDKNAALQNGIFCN
PPARg SRC-1 ag: PPARgamma agonists recruiting SRC-1 coactivator, primary screen, biochemical; 200,000 tested, 0.41% active; activation, % at 8 µM; PPARgamma-SRC-1 coactivator recruitment biochemical assay; AID 631, 2007; Peroxisome proliferator-activated receptor gamma (Homo sapiens), P37231; in the data active = activation above about 19%;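 also: 0% = DMSO and 100% = reference agonist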
PPARg SRC-2 ag: agonists of PPARg-SRC-2 recruitment, primary screen, biochemical, HTS | Peroxisome proliferator-activated receptor gamma (Homo sapiens), P37231 | PPARgamma LBD-SRC-2 recruitment | activation, % at 8 µM | 200,000 tested, 0.34% active | AID 1032, 2008; in the data active = activation above about 22%;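 also: 0% = vehicle and 100% = reference agonist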
DTT redox prof: compounds producing H2O2 with reducing agent – biochemical, NIH compound library profiling, artefact control for MLSCN library redox annotation, primary screen | 200,000 tested, 0.03% active | activation, % at 10 µM | DTT-dependent redox cycling H2O2, phenol red/HRP absorbance; 100% = 100 µM peroxide control, 0% = buffer;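 active = activation of at least 50% relative to the plate's high and low controls in the primary single-dose screen; inactive = activation below 50%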;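 also: compound incubated with DTT at 0.8 mM final as the reducing agent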
bIAP inhibitor: bovine intestinal alkaline phosphatase inhibitors, primary screen, selectivity assay for TNAP inhibitor project, biochemical, bovine IAP, CDP-star luminescence | purified bovine IAP, 30 min | 190,000 tested, under 10 active | AID 1019, 2008 | inhibition, % at 20 µM;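 active = over 50% inhibition of intestinal alkaline phosphatase at 20 µM in the single-dose screen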
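test system = bovine IAP enzyme | medium = DEA buffer 100 mM, pH 9.8, with MgCl2 1.0 mM, ZnCl2 0.02 mM | detection = luminescence | dosing = single compound dose of 20 µM, 2% DMSO final | incubation = 30 min reaction at room temperature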
RAM network inh: inhibitors of the yeast RAM network, primary screen, dse1pr::URA3 reporter, 5-FOA selection | inhibition, % at 50 µM | 190,000 tested, 1.8% active | S. cerevisiae dse1pr::URA3 reporter, 5-FOA growth OD615, 2 d; analog-sensitive cbk1-as2 kinase mutant strain;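 active = inhibition above a set limit, 3 SD over mean compound inhibition, cut at about 8.4% in these data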;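 also: 0% = DMSO-only wells with no growth and 100% = 10 µM 1-NA-PP1 full growth; inhibition rescues growth on 5-FOA so higher OD means more RAM inhibition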
The depositor's hits bear a star; . = not tested or not shown.

SMILES	TR-FRET SRC-2 ct	Efa HMGR inh	PPARg SRC-3 ag	ROMK primary	Lmaj promast	S1P3 antagonist	PPARg SRC-1 ag	PPARg SRC-2 ag	DTT redox prof	bIAP inhibitor	RAM network inh
O=C(Cn1nc(-c2ccc(F)cc2)ccc1=O)Nc1ccc(C(=O)NC2CC2)cc1	1426	0	2	-0.96	-3	.	8	2	0.1	10	1.5
O=S(=O)(Nc1cccc(-c2cn3cccnc3n2)c1)c1ccccc1	1719	-8	1	-0.93	88*	1	12	5	-0.3	-1	2.9
CC12CCC(=O)N1C(C(=O)OCC(=O)Nc1ccc(S(N)(=O)=O)cc1)CS2 (centres undefined)	1527	-4	-1	.	-6	-14	4	5	0.3	1	1.0
CCc1cc2c(nc1CC)CCN(CC/C(C)=N/O[C@@H](C)c1cc(-c3c(C)cc(C)cc3C)no1)C2	1393	4	2	-3.5	92*	-9	0	-6	4.5	7	-0.7
CCCCNC(=O)c1ccc2c(OCC)n(CCCC)nc2c1	1405	2	8	.	5	.	0	-5	-3.5	-6	2.8
CCc1ccc(C(=O)COC(=O)[C@@H](NC(N)=O)[C@@H](C)CC)cc1	1700	2	2	.	-2	-2	4	3	0.0	0	0.1
COCc1[nH][nH]c(=O)c1/C=N/N1CCOCC1	1371	0	6	-0.075	0	8	5	-2	-2.0	1	0.5
CN1CCN(Cc2nc(Cc3ccccc3)no2)CC1c1ccccc1 (centres undefined)	1474	-5	-1	1.6	-2	1	1	-1	0.6	-20	-1.3
COc1ccccc1CNC(=O)[C@@H]1CCCN1S(=O)(=O)c1ccc(C)cc1	1629	-5	-2	0.18	5	-17	0	1	-2.3	6	-0.8
Brc1ccc(-c2nc(-c3ccncc3)no2)o1	1570	4	0	.	-3	-43	7	6	1.2	12	1.2
Cn1cc(C(=O)C(=O)N2CCN(c3ccccc3)CC2)c2ccccc21	1616	-1	-1	-0.32	4	-14	-5	-5	0.0	10	2.5
Cc1cc(C)n2nc(CC(=O)NCc3ccc(F)cc3)nc2n1	1471	-3	-4	0.087	-5	0	4	5	-0.2	0	0.4
CCN(CC)CCCNC(=O)C1c2cc(OC)c(OC)cc2C(=O)N(C)C1c1cccs1 (centres undefined)	1403	-4	-2	0.26	-7	.	-3	-1	0.1	-16	2.9
Cc1ccc(NC(=O)C2CCCN2C(=O)NCc2ccccc2)cc1 (centres undefined)	1726	-7	0	0.029	-4	0	-4	10	-0.4	8	0.9
COc1ccc(/C=N/Nc2ncccc2[N+](=O)[O-])c(OC)c1	1651	0	6	-0.066	13	-9	14	14	-0.3	13	1.9
S=C(Nc1cccc(Cl)c1)N(CCCN1CCCC1)Cc1cccn1Cc1ccc(Cl)cc1	1325	-6	4	.	100*	-9	1	4	0.5	49	5.1
O=C(NCCC1=CCCCC1)c1cc(-c2ccccn2)nc2ccccc12	1431	5	2	0.73	0	-17	2	1	-0.1	4	8.0
O=C(c1ccccc1)N1CCCC(c2nc3c(nnn3Cc3ccccc3)c(=O)[nH]2)C1 (centres undefined)	1661	-2	-3	.	5	-10	-2	3	1.1	-5	-0.7
CCOC(=O)C1(C)NC(c2ccc(N(C)C)cc2)C2C(=O)N(CC)C(=O)C21 (centres undefined)	1480	-6	-1	.	-4	-16	7	4	2.5	3	-0.3
O=C1CC(C(F)(F)C(F)(F)C(F)(F)C(F)F)=Nc2ccccc2N1	1634	-2	-7	.	0	-17	7	-3	-0.1	14	1.9
Cc1n[nH]c(=O)n1-c1cccc(C(F)(F)F)c1	1612	5	13	.	1	.	2	-4	0.8	5	2.7
CCCN(CCC)CCNC(=O)C1CCN(Cc2nc(-c3ccc(Cl)cc3)oc2C)CC1	1608	8	5	.	98*	4	5	0	4.8	-18	3.3
CNC(=S)NC1CC2CCCC(C1)N2Cc1ccc(C)cc1 (centres undefined)	1697	-4	4	0.69	91*	0	9	10	2.0	21	1.5
O=C(N=Nc1c(O)[nH]c2ccc(Br)cc12)c1cc(-c2cccs2)nc2ccccc12	1631	2	0	0.027	22	-17	2	7	0.0	-5	5.1

Full records from above. Screens in order: TR-FRET SRC-2 ct, Efa HMGR inh, PPARg SRC-3 ag, ROMK primary, Lmaj promast, S1P3 antagonist, PPARg SRC-1 ag, PPARg SRC-2 ag, DTT redox prof, bIAP inhibitor, RAM network inh
O=C(NCCC1=CCCCC1)c1cc(-c2ccccn2)nc2ccccc12 as listed: 1431, 5, 2, 0.73, 0, -17, 2, 1, -0.1, 4, 8.0
CCN(CC)CCCNC(=O)C1c2cc(OC)c(OC)cc2C(=O)N(C)C1c1cccs1 (centres undefined) as listed: 1403, -4, -2, 0.26, -7, ., -3, -1, 0.1, -16, 2.9
O=C(c1ccccc1)N1CCCC(c2nc3c(nnn3Cc3ccccc3)c(=O)[nH]2)C1 (centres undefined) as listed: 1661, -2, -3, ., 5, -10, -2, 3, 1.1, -5, -0.7
CCOC(=O)C1(C)NC(c2ccc(N(C)C)cc2)C2C(=O)N(CC)C(=O)C21 (centres undefined) as listed: 1480, -6, -1, ., -4, -16, 7, 4, 2.5, 3, -0.3

(list continues)
SMILES	TR-FRET SRC-2 ct	Efa HMGR inh	PPARg SRC-3 ag	ROMK primary	Lmaj promast	S1P3 antagonist	PPARg SRC-1 ag	PPARg SRC-2 ag	DTT redox prof	bIAP inhibitor	RAM network inh
CCOC(=O)c1ccccc1-c1csc(NS(=O)(=O)c2ccc(Cl)cc2)n1	1593	-1	5	.	-9	.	4	2	1.6	-15	2.4
NC(=O)CCC(NC(=O)c1ccc(Cl)cc1)C(=O)O (centres undefined)	1392	-1	-2	0.54	2	-13	-2	-2	0.7	-6	0.5
CCC(=O)Nc1cccc(C(=O)c2ccccc2)c1	1445	-4	-1	0.078	7	8	6	6	0.3	20	1.4
COc1ccc(C(=O)NCc2nnc(SCC(=O)N3CCCc4ccccc43)o2)cc1OC	1495	2	0	-1.2	-1	-10	0	0	0.1	-38	0.7
Cc1cc(=O)oc(C)c1C(=O)Nc1cccc2ccccc12	1361	3	4	.	-3	.	-6	-3	-16	1	2.8
COc1ccc(/C=N/NC(=O)c2cccc([N+](=O)[O-])c2)cc1O	1570	2	2	0.021	2	0	6	8	0.3	-7	0.1
CCn1c(SCC(=O)NCC2CCCO2)nnc1-c1ccccc1 (centres undefined)	1444	1	1	-0.032	-6	.	-2	-4	0.2	-6	1.5
COc1ccc(CCNC(=O)C(C)OC(=O)c2ccco2)cc1OC (centres undefined)	1668	-2	6	0.9	-6	.	-1	0	0.0	9	1.3
CC(NC(=O)c1ccccc1F)c1nnc(SCc2nc3ccccc3c(=O)[nH]2)n1C (centres undefined)	1329	0	-4	.	-5	-30	1	-4	-1.1	5	0.6
COc1cc2ncnc(NCc3ccc(Cl)cc3)c2cc1OC	1581	0	-1	2.1	62*	-14	0	9	-0.3	-11	2.4
Cn1c(CSCc2ccccc2Cl)n[nH]c1=S	1676	-8	5	-0.62	-10	-16	2	19	-0.9	-20	-0.4
Cc1ccccc1C(=O)NCC(=O)O	1552	-2	-4	-0.0041	2	-4	4	3	-1.7	-8	0.9
CC(=O)c1ccc(NC(=O)Nc2ccccc2)cc1	1606	-3	1	-0.41	4	.	0	0	0.6	34	1.3
CCc1ccc(S(=O)(=O)NCc2cn3ccsc3n2)s1	1633	-4	-4	.	-5	5	8	6	-3.1	16	2.1
Cc1ccc(C)c(S(=O)(=O)N2CCNCC2)c1	1455	2	3	0.79	-10	-13	-2	3	-0.3	1	1.8
O=C(COC(=O)c1cccnc1Cl)Nc1nc(-c2ccccc2)cs1	1631	-7	4	.	3	10	6	12	0.3	16	0.5
COc1ccc(/C=N/NC(=O)COc2ccc3ccccc3c2)c(C(=O)O)c1OC	1641	-6	1	0.16	-9	5	10	10	-0.6	16	1.0
COCC1CCN(Cc2nc(COc3ccccc3)no2)C1 (centres undefined)	1446	-5	0	-0.77	-6	-6	-6	-6	-0.7	-2	-0.2
CCOc1ccc(C(=O)N/N=C/c2cc(Cl)ccc2[N+](=O)[O-])cc1	1556	-5	3	-0.88	3	5	6	1	0.2	23	-0.4
Cc1ccc2cc(C(c3nnnn3C3CCCC3)N(Cc3ccco3)Cc3cccs3)c(=O)[nH]c2c1 (centres undefined)	1479	-2	-3	-0.39	82*	.	3	4	0.9	-2	0.5
CC(/C=N/NC(=O)c1cc(C(C)(C)C)[nH]n1)=C\c1ccccc1	1613	-4	10	.	3	.	4	2	1.4	3	0.8
COc1ccc(OC)c(N(CC(=O)Nc2cccnc2)S(=O)(=O)c2ccc(C)cc2)c1	1390	-4	3	-0.42	12	.	4	2	0.0	3	1.1
COc1ccc(NC(=O)c2cc(-c3cccnc3)nc3c(C)c(C)ccc23)c(OC)c1	1545	-2	11	-0.11	21	.	6	14	-4.5	11	2.4
O=C(Nc1ccc([N+](=O)[O-])cn1)c1ccc2c(c1)OCO2	1533	-2	2	-0.58	-4	-12	5	9	-1.0	23	2.6
O=C1CC(c2ccccc2)CC(O)=C1C=NC1CCCCC1 (centres undefined)	1517	1	4	.	4	.	6	1	0.4	10	0.9
Cc1sc2nc(C3CCCCC3)nc(SCC(=O)N3CC(=O)Nc4ccccc43)c2c1C	1621	0	-6	.	-1	.	11	14	2.2	9	8.5*
COCC(=O)NC(C)c1nc2ccccc2[nH]1 (centres undefined)	1546	2	-4	0.89	-6	.	4	6	1.0	6	1.2
C/C(=N\NC(=O)CNc1cccc(C(F)(F)F)c1)c1cccc(Br)c1	1565	-7	-4	.	-5	0	1	10	1.1	-15	3.4
NC(=O)c1ccc(C(F)(F)F)n(Cc2c(Cl)cccc2Cl)c1=O	1624	-1	4	0.81	2	.	2	4	-3.6	-2	3.0
